Compound activity: PubChem, National Center for Advancing Translational Sciences (NCATS)
ERG Ets-DNA blk – ERG Ets/DNA interaction inhibition; hit rate 0.028% among 370,000; fluorescence polarization, His-ERG Ets domain / labelled DNA; P11308; AID 624246; Potency, µM (top dose mostly 76.9 µM), for the others: at the highest dose FP activity, negative = inhibition, actives largely listed as inhibitors; active = well fitted inhibition curve with a large enough effect in the polarisation, with a control signal flat; inconclusive = small, poorly fitted or top-dose-only effect, or effect the other way, or a change in a side signal; inactive = no such curve, though single readings can be large or run the other way; the % refers to the polarisation;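 note: polarization taken with two DNA probes labelled with fluorescein and Texas red; potency is the fitted concentration of half-maximal effect; % of control where 0% means no effect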
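His-tagged ERG Ets domain (1 uM in the protein solution; 300mM KCl, 50mM Tris-HCl, 1mM EDTA, 1mM DTT, pH 7.5) received compound, then a probe mix of 5 nM fluorescein-DNA and 100nM Texas-615-DNA. Fluorescence polarization was read for both dyes.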
TRHR agonist – agonists of human TRH receptor. AID 493084. activation, % at 2 µM. hit rate 0.18% among 360,000. P34981. TRHR cells, calcium flux fluo-8, FDSS agonist mode; in the data active = activation above about 30%; note: 0% is about no effect
Target sequence (P34981 whole entry, looked up): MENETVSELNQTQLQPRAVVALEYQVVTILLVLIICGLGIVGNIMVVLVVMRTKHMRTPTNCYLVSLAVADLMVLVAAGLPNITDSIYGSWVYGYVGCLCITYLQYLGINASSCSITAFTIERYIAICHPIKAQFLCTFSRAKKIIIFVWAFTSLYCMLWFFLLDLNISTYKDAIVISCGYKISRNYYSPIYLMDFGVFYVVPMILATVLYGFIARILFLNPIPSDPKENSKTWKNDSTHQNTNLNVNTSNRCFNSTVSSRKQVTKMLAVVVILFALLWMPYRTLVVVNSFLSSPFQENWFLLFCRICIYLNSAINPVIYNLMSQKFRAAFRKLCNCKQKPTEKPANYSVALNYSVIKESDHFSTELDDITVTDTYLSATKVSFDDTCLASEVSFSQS
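In this calcium-flux screen, cells bearing human TRHR are dye-loaded with fluo-8, baselined for 10 cycles, then exposed to library compounds; positive kinetic calcium responses during the agonist phase mark hits, with TRH as control.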
BLM inh – Bloom syndrome helicase (human) inhibition; P54132; Potency, µM (top dose mostly 56.1 µM), inactives show at the top dose activity change, negative = inhibition, hits mostly inhibitors; AID 2528; hit rate 0.2% among 350,000; recombinant BLM DNA unwinding, fluorescence dequenching;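 note: potency is the fitted concentration of half-maximal effect; plate controls were vehicle for no effect and no enzyme for full effect; nearly all actives have a fitted effect of over 35% in size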
APEX1 inh – blocks human APE1 abasic DNA cleavage; P27695; recombinant APE1, TAMRA/BHQ-2 abasic DNA cleavage fluorescence; Potency, µM (doses to about 65.8 µM), without a hit: at the top dose activity change, negative = inhibition, most hits filed as inhibitors; hit rate 0.35% among 350,000;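 note: potency is the fitted concentration of half-maximal effect; plate controls were vehicle for no effect and reference inhibitor for full effect; nearly all actives have a fitted effect of over 55% in size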
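Substrate: short duplex with […] THF abasic site, 5'-TAMRA and 3'-BHQ-2, 50 nM final. APE1 at 0.75 nM, preincubated 15 min RT with compound. Fluorescence increase from first to third read measured activity.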
12-LOX inh – ALOX12 (human) lipoxygenase inhibition; AID 1671190; hit rate 1.1% among 580,000; Potency, µM (series often up to 108 µM), for the others: top-dose activity change, negative = inhibition, hits mostly inhibitors; purified 12hLO, xylenol orange hydroperoxide absorbance; note: potency is the fitted concentration of half-maximal effect; % is set by controls: 0 for no effect and ±100 for the full control effect
Target sequence (P18054 whole entry, looked up): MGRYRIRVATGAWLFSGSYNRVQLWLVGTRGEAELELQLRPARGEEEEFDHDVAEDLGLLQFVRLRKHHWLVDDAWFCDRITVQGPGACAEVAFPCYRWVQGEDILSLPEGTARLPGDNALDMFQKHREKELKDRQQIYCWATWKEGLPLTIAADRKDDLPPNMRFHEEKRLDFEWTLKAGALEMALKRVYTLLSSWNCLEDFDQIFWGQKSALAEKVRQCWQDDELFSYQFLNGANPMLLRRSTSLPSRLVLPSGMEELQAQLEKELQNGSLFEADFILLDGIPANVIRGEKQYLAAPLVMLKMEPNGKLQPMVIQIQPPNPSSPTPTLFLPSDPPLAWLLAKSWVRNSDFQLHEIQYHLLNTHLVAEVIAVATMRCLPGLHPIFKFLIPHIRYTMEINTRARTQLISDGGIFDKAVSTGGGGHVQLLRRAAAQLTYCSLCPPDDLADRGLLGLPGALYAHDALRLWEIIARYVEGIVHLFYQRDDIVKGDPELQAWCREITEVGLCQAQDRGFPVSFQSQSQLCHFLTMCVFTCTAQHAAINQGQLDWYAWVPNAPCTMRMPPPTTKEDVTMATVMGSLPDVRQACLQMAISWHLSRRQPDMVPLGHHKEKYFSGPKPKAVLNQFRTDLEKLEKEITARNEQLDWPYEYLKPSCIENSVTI
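Purified human 12hLO (150 nM final) in 25 mM Hepes, 0.01% Triton X-100, pH 7.0 was preincubated 15 min at room temperature with compound. Then 40 uM arachidonic acid was added, 30 min. Hydroperoxide was read by Fe-XO absorbance ratio 573/405 nm.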
Pol iota inh – blocks human DNA polymerase iota activity. Q9UNA4. Pol iota fluorescent replication assay, 10 min. Potency, µM (titrated, usually from 115 µM), for inactives: top-dose activity, negative = inhibition, usual class: inhibitors. hit rate 1% among 390,000; note: potency is the fitted concentration of half-maximal effect
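Pol iota at 10 nM preincubated 15 min with compounds at room temperature; reaction started with fluorescent substrate, 50 nM final. Fluorescence read kinetically at 0 and 10 min; buffer-only wells as negative control.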
Apoferritin bind – binds horse apoferritin like a general anesthetic. P02791. apoferritin/1-aminoanthracene competitive binding, fluorescence. Potency, µM (top dose mostly 77.5 µM), without a hit: at the top dose activity change, negative = displacement, hits mostly inhibitors. hit rate 0.074% among 350,000; note: potency is the fitted concentration of half-maximal effect; % is set by controls: 0 for no effect and ±100 for the full control effect; nearly all actives have a fitted effect of over 20% in size
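Apoferritin-based anesthetic binding model; compound displacement of fluorescent 1-AMA measured as endpoint fluorescence after 10 minutes at room temperature, scaled to free-ligand and complex controls.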
Pol beta inh – inhibitors of human DNA polymerase beta; Potency, µM (doses to about 114 µM), without a hit: top-dose activity change, negative = inhibition, actives largely listed as inhibitors; hit rate 1.3% among 340,000; P06746; Pol beta primer extension/strand displacement, fluorescence kinetic; AID 485314; note: potency is the fitted concentration of half-maximal effect; % is set by controls: 0 for no effect and ±100 for the full control effect
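Kinetic readout of DNA synthesis with strand displacement by Pol beta. Compound and 10 nM enzyme sit 15 min at room temperature; 50 nM substrate starts the reaction, read immediately and at 10 min.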
Pol kappa inh – DNA polymerase kappa (human) inhibition; Q9UBT6; purified Pol kappa, fluorescent DNA synthesis assay, 10 min; Potency, µM (series often up to 107 µM), for the others: top-dose activity, negative = inhibition, hits mostly inhibitors; hit rate 0.53% among 400,000; AID 588579; note: potency is the fitted concentration of half-maximal effect; % is set by controls: 0 for no effect and ±100 for the full control effect
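Kinetic fluorescence screen: compound preincubated 15 min RT with 10 nM enzyme; 50 nM substrate (final) initiates; reads at 0/10 min.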
Active calls of the source: *; ? = inconclusive; . = not tested or not shown; & = joins results of further samples; [ ] = another dose, or the depositor's remark. Unless noted, calls come from the whole dose curve; as a rule, active = well fitted curve in the direction sought with a large enough effect; inconclusive = small, poorly fitted or top-dose-only effect, or another doubt; inactive = no such curve, though single readings can be large; an effect the other way counts as inactive or inconclusive. The list is partial; the hit share may differ from the screen's.

APEX1 inh	Pol kappa inh	12-LOX inh	Apoferritin bind	TRHR agonist	Pol iota inh	ERG Ets-DNA blk	Pol beta inh	BLM inh	SMILES
-2%	-15%	?	-21%	-0.6	?	.	-14%	-5%	CC1=C(SCCC#N)S/C(=C2\SC(C)=C(SCCC#N)S2)S1
-6%	-9%	0%	-3%	-0.5	-14%	0%	36%	0%	CCc1nc(N[C@H](C(=O)O)C(C)C)c2oc3ccccc3c2n1
.	-34%	-15%	-10%	-0.1	?	5%	71µM*	-4%	O=C(CSc1nc2c(oc3ccccc32)c(=O)[nH]1)Nc1cccc(Cl)c1
0%	-11%	82%[activator]	-8%	-0.4	-12%	5%	45µM*	-6%	CC(=O)N1CCc2cc(S(=O)(=O)CCC(=O)NCc3ccc4c(c3)OCO4)ccc21
60%[activator]	3%	0%	-1%	-1.2	-28%	-15%	-16%	4%	COc1c2ccoc2c(OC(C)=O)c2oc(C)cc(=O)c12
-1%	-1%	?	?	-0.3	-2%	-5%	49%	2%	Cc1cc(=O)[nH]c(SCC(=O)c2ccc(C(C)C)cc2)n1
-2%	-9%	-20%	-9%	0.4	49%[activator]	4%	1%	-4%	COC(=O)c1cc(Nc2cc(C)c3c(O)cccc3n2)cc(C(=O)OC)c1
-5%[12.4 µM]	.	.	-12%[15.3 µM]	1.7	.	.	10µM*	-9%[12.4 µM]	O=C1OC2(CCCCC2)CC2=C1C1O[C@](c3ccsc3)(Cc3c1ccc1ccccc31)O2
9%	-20%&-3%	-1%&-16%	-1%&3%	-0.9&0.6	-5%&-22%	-3%&2%	4%&3%	1%&-2%	O=C(O)CCCC(=O)N1CCc2cc(S(=O)(=O)NCc3ccccc3)ccc21
.	-5%[60.1 µM]	?	26%	-1.1	8%	3%	3%	-5%	Cc1ccc(S(=O)(=O)N2CCCc3cc(NC(=O)c4ccc(C(C)(C)C)cc4)ccc32)cc1
2%	-15%	?	-7%	-0.7	-10%	-8%	5%	-2%	OC1(c2ccccc2)CN(c2ccccc2)C2=[N+]1CCS2 (centres undefined)
-6%	0%	15%	.	-0.2	6%	8%	.	.	COc1ccc(-c2nn(Cc3ccccc3)cc2C(=O)N2CCN(c3ncccn3)CC2)cc1OC
14%	-8%	-16%	-6%	-1.1	22%	0%	-2%	-14%	CC(C)C[C@H](CO)Nc1nc(Nc2cccc(Cl)c2)c2ncn(C(C)C)c2n1
2%	-3%	?	-1%	0.0	6%	5%	31%	-4%	CC(=O)NC(=S)Nc1ccc(NC(=S)NC(=O)c2cccs2)cc1
2%	-13%	.	-6%	4.2	?	-9%	16%	0%	CCCc1[nH]nc2c1C(c1cn[nH]c1-c1ccc(F)cc1)C(C#N)=C(N)O2 (centres undefined)
-1%	-39%	-18%	?	-1.4	5%	0%	25%	-8%	O=C(Cc1ccccc1)Nc1ccc(Br)c(Cl)c1
4%	?	3%	5%	1.1	?	-2%	30%	2%	COc1ccccc1N(CC(=O)N1CCC(C(N)=O)CC1)S(=O)(=O)c1ccccc1
2%	-7%	-3%	-2%	1.5	87%[activator]	-2%	22%	-4%	Cc1nc(NC(=O)C2CC2)sc1C(=O)NC1CCCCC1
.	8%	-18%	43%[activator]	-1.0	25%	-1%	5%	-5%	COCCCNc1nc2c(-c3ccccc3)nnn2c2ccccc12
8%	-3%	?	-3%	0.3	0%	-3%	34%	0%	CC(NC(=O)N1CCOCC1)c1ccccc1 (centres undefined)
.	-3%[60.1 µM]	-11%	4%	0.5	-2%	0%	23%	-6%	COc1cc(OC)cc(N2C(=O)N(Cc3ccc(C(C)(C)C)cc3)c3ccccc3S2(=O)=O)c1
11%	1%	19%	2%	0.4	-11%	-4%	47%	-5%	COC(=O)c1ccc(Cl)c(NC(=O)CN2CCN(C)CC2)c1
.	11%	-24%	-12%	0.1	-5%	3%	-1%	0%	CCOc1ccc(CNC(=O)c2ccc(NC(=O)N3CCSc4ncccc43)cc2)cc1
-6%	-8%	-7%	-11%	2.8	154%[activator]	1%	15%	-11%	O=C(OCC(=O)N1CCCC1)c1ccc(NS(=O)(=O)c2cccs2)cc1O
-1%	5%	0%	-10%	0.0	15%	8%	-21%	-1%	CCC(C)NC(=O)CCCc1ccccc1 (centres undefined)
2%	4%	170%[activator]	-4%	0.3	63%[activator]	7%	36%[activator]	-4%	O=[N+]([O-])c1ccc(-c2ncc(-c3ccc(Br)cc3)o2)cc1
0%	-14%	-3%	-8%	-0.4	-15%	5%	5%	-1%	CC(c1ccccc1)n1c(S(=O)(=O)O)nc2ccccc21 (centres undefined)
-1%	-7%	-13%	-12%	-0.4	7%	-1%	-17%	0%	CCCSc1nnc(CNC(=O)C23CC4CC(CC(C4)C2)C3)n1Cc1ccccc1
?	-8%	-7%	0%	-1.8	117%[activator]	2%	29%	6%	O=[N+]([O-])c1cc(/C=N/Nc2nc(N3CCCCC3)nc(N3CCCCC3)n2)ccc1O
11%	1%	27%	-9%	-0.5	8%	-5%	12%	-5%	COc1ccc(C(=O)NCCONC(=O)c2ccc(OC)cc2)cc1
10%[12.4 µM]	-3%	16%	-18%	-0.6	28%	17%	3%	-4%	COc1ccc(CCNC(=O)c2ccc(S(=O)(=O)N(C)c3ccccc3)cc2)cc1OC
-5%	-6%	?	1%	0.4	26%	-26%	-29%	-4%	CCc1ccc(N2C(=O)C(Cl)=C(N3CCCCCC3)C2=O)cc1
24%	20%	?	.	.	-18%	4%	.	.	COC(=O)[C@]1(C)N[C@H](CN(C)C(=O)COc2ccccc2)[C@@H]2C(=O)N(C)C(=O)[C@@H]21
-3%	-21%	11%	-1%	-0.6	-12%	-4%	11%	-6%	COc1cc2cc(Oc3ccc4ccc(=O)oc4c3)c(=O)oc2cc1OC(=O)/C=C/c1ccccc1
-8%	-18%	4%	?	0.2	1%	3%	-5%	-3%	Cc1ccc(-c2csc3ncn(CC(N)=O)c(=O)c23)cc1C
0%	-3%[60.1 µM]	8%	-9%	-0.1	18%	.	-8%	-1%	CN(C)C(=O)N1CCC(C(=O)NCc2ccccc2)CC1
3%	-6%	?	0%	0.4	4%	2%	4%	1%	CC(=O)c1ccc(NC(=O)CSc2nnc(NC(=O)CN3CCOCC3)s2)cc1
5%	-12%	-26%	0%	0.8	23%	-2%	30%	0%	O=C(NCc1cccs1)c1ccccc1[N+](=O)[O-]
.	-2%	-11%	-18%	0.7	16%	2%	12%	-8%	CCc1cccc(NC(=O)Cn2nc(CC)n3c(cc4cc(C)ccc43)c2=O)c1
?	-14%	-1%	-3%	0.3	79µM*	56%[activator]	?	-13%	O=C(CSc1ncccn1)NC(=O)NCc1ccco1
6%	-15%	7%	.	0.2	4%	-3%	.	.	NS(=O)(=O)c1ccc(NC(=O)COC(=O)CCc2nc3ccccc3c(=O)[nH]2)cc1
4%	-10%	10%	-10%	0.0	95%[activator]	4%	11%	-1%	CN(C)N1C(N)=C(C#N)C(c2cccs2)C2=C1CC(C)(C)CC2=O (centres undefined)
-8%	?	?	.	0.5	25µM*	4%	.	.	COc1ccccc1NC(=O)CCc1nc2sc3c(c2c(=O)[nH]1)CCCC3
14%	-12%	-7%	-11%	0.2	110%[activator]	2%	4%	-6%	CC(=O)Nc1ccc2c(CN3C(=O)NC(C)(c4ccc(C)cc4)C3=O)cc(=O)oc2c1 (centres undefined)
-2%	-3%	-27%	?	-0.9	-31%	4%	18%	-2%	O=C(CSc1ccccc1)NC1CCCCCCC1

Structural class, the compounds so far containing an aryl methoxy group.
APEX1 inh	Pol kappa inh	12-LOX inh	Apoferritin bind	TRHR agonist	Pol iota inh	ERG Ets-DNA blk	Pol beta inh	BLM inh	SMILES
60%[activator]	3%	0%	-1%	-1.2	-28%	-15%	-16%	4%	COc1c2ccoc2c(OC(C)=O)c2oc(C)cc(=O)c12
-6%	0%	15%	.	-0.2	6%	8%	.	.	COc1ccc(-c2nn(Cc3ccccc3)cc2C(=O)N2CCN(c3ncccn3)CC2)cc1OC
4%	?	3%	5%	1.1	?	-2%	30%	2%	COc1ccccc1N(CC(=O)N1CCC(C(N)=O)CC1)S(=O)(=O)c1ccccc1
.	-3%[60.1 µM]	-11%	4%	0.5	-2%	0%	23%	-6%	COc1cc(OC)cc(N2C(=O)N(Cc3ccc(C(C)(C)C)cc3)c3ccccc3S2(=O)=O)c1
11%	1%	27%	-9%	-0.5	8%	-5%	12%	-5%	COc1ccc(C(=O)NCCONC(=O)c2ccc(OC)cc2)cc1
10%[12.4 µM]	-3%	16%	-18%	-0.6	28%	17%	3%	-4%	COc1ccc(CCNC(=O)c2ccc(S(=O)(=O)N(C)c3ccccc3)cc2)cc1OC
-3%	-21%	11%	-1%	-0.6	-12%	-4%	11%	-6%	COc1cc2cc(Oc3ccc4ccc(=O)oc4c3)c(=O)oc2cc1OC(=O)/C=C/c1ccccc1
-8%	?	?	.	0.5	25µM*	4%	.	.	COc1ccccc1NC(=O)CCc1nc2sc3c(c2c(=O)[nH]1)CCCC3
